# Screening results as filed in PubChem BioAssay.
# FEN1 inh: blocks human flap endonuclease 1; P39748; Recombinant FEN1 flap cleavage, fluorescence, 15 min; Potency, µM (top dose mostly 114 µM), without a hit: at the top dose activity change, negative = inhibition, actives largely listed as inhibitors; 390,000 compounds, 0.35% hits; further: nearly all actives have a fitted effect of over 65% in size
#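 Recombinant FEN1 (10 nM) was preincubated with pin-transferred compounds for 15 min at room temperature, then flap DNA substrate (50 nM final) was added. Plates were read at 0 and 15 min, and normalized concentration–response data were fitted to a four-parameter Hill equation.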
# KAT2A inh: inhibitors of human GCN5L2 histone acetyltransferase. AID 504327. Potency, µM (top dose mostly 58.9 µM), without a hit: top-dose activity change, negative = inhibition, hits mostly inhibitors. 390,000 compounds, 0.21% hits. GCN5L2 HAT assay, ThioGlo1 CoA-SH fluorescence
# Target sequence (Q92830 whole entry, looked up): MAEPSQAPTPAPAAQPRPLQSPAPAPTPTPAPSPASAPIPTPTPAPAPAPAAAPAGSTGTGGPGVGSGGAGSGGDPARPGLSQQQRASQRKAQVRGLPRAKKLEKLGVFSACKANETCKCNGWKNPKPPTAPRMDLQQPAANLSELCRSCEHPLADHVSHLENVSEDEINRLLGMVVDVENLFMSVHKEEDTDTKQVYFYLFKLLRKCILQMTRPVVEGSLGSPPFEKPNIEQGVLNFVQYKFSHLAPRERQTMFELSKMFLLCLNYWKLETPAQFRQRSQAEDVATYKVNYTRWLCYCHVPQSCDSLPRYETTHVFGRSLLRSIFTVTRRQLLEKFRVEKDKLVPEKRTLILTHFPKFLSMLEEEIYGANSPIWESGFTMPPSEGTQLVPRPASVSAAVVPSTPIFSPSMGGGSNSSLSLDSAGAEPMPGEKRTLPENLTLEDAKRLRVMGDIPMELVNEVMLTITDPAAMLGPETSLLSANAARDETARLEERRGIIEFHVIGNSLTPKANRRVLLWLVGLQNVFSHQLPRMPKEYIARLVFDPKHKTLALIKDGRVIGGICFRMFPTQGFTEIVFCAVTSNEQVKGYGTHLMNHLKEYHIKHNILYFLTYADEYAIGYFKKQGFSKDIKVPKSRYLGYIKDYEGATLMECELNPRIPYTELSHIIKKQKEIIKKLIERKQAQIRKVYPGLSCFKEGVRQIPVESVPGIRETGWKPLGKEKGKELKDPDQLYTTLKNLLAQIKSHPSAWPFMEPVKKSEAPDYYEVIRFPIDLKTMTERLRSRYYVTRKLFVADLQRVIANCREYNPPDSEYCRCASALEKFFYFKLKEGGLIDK
#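 qHTS, 1536-well. 20nM enzyme, pH 7.5 HEPES/EDTA/Tween-20 buffer; 15 min compound preinc., RT. Start: 75uM H3(1-25), 70uM AcCoA, 50uM ThioGlo1. Read Ex340/Em540 at t=0 (autofluorescence flag) and t=20 min.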
# N370S GC: inhibits or activates N370S mutant glucocerebrosidase; Potency, µM (highest dose often 59.4 µM), for inactives: top-dose activity change, negative = inhibition, hits mostly inhibitors; P04062; AID 2101; N370S GC spleen homogenate, 4MU-glucoside fluorescence; 330,000 compounds, 0.092% hits;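 further: 0% = full enzyme activity and -100% = no enzyme basal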
# Active calls of the source: *; ? = inconclusive; / = not tested or not shown; & = joins results of further samples; [ ] = another dose, or the depositor's remark. The call rests on the fitted dose curve; in most records, active means well fitted curve in the direction sought with a large enough effect; inconclusive means small, poorly fitted or top-dose-only effect, or another doubt; inactive means no such curve, though single readings can be large; an effect the other way counts as inactive or inconclusive. Unless noted, on the % scale 0 is the no-effect control and ±100 the full control effect; potency means the concentration at half of the fitted maximal effect. A portion of the library, so the mix of outcomes need not match the whole.
molecule	FEN1 inh	N370S GC	KAT2A inh
CCOC(=O)C1=C(O)/C(=C/c2ccc(OCC(=O)O)c(OC)c2)SC1=Nc1ccc(OCC)cc1	-7.6%	6.9%	2.5%
COCCn1c(-c2ccc(OC)cc2)nc2oc3cc(OC)ccc3c(=O)c2c1=O	5.6%	7.9%	-4.4%
Cc1cc(C)cc(OCC(=O)NC2=NCCS2)c1	3.9%	5.3%	-6.4%
CCCCc1c(C)nc(N2CCCC2)[nH]c1=O	-10.0%	-4.7%	-11.4%
CCN(CC)c1ccc(NC(=O)CCc2nnc3ccc(N4CCCCC4)nn23)c(C)c1	-15.7%	-8.7%	-6.5%
S=c1[nH]nc(-c2cccnc2)n1Cc1ccccc1	-1.6%	8.9%	0.5%
O=C(CSc1nnc(-c2ccco2)o1)NCCc1ccccc1	-4.0%	/	0.1%
N#CCSc1nnc(Nc2ccccc2)s1	-5.0%	6.2%	4.3%
Cc1nc(SCC(=O)Nc2ccc(CN3CCCC3)cc2)c2c(C)c(C)sc2n1	2.5%	/	-2.4%
CN(Cc1ccccc1F)C(=O)C1CCCN(C(=O)c2ccc(Cl)cc2)C1 (stereo not given)	0.2%	-0.8%	-0.5%
CCOc1ccc(CNc2ncc(-c3ccccc3)n2C)cc1	4.6%	-5.5%	0.9%
O=C(COC(=O)c1ccncc1)Nc1cccc2ccccc12	-6.2%	/	-1.8%

# The closing 5 compounds of the part before come first, to join the parts:
molecule	FEN1 inh	N370S GC	KAT2A inh
N#CCSc1nnc(Nc2ccccc2)s1	-5.0%	6.2%	4.3%
Cc1nc(SCC(=O)Nc2ccc(CN3CCCC3)cc2)c2c(C)c(C)sc2n1	2.5%	/	-2.4%
CN(Cc1ccccc1F)C(=O)C1CCCN(C(=O)c2ccc(Cl)cc2)C1 (stereo not given)	0.2%	-0.8%	-0.5%
CCOc1ccc(CNc2ncc(-c3ccccc3)n2C)cc1	4.6%	-5.5%	0.9%
O=C(COC(=O)c1ccncc1)Nc1cccc2ccccc12	-6.2%	/	-1.8%
Cc1nc(-n2nc(C)c(CCC(C)C)c2C)sc1C(=O)Nc1cccc(Cl)c1C	-19.4%	/	-9.8%
COCC(=O)n1nc(-c2ccco2)nc1NCc1ccccc1Cl	10.4%	/	-1.9%
COc1ccc(-c2nc3cnc(N(C)C)nc3n(C[C@H]3CCCO3)c2=O)cc1	/	3.1%	?
CCOC(=O)N1CCN(C(=O)c2c(Cl)cnn2C)CC1	-8.2%	-15.7%	0.5%
CCc1cccc(CC)c1NC(=O)COC(=O)CCc1cc(OC)c(OC)c(OC)c1	-1.5%	-2.4%	-11.9%
COc1ccccc1C1CC(=O)Oc2cc3c(cc21)OCO3 (stereo not given)	/	3.4%[89.1 µM]	28.2µM*
CC(=O)CC(=O)Nc1nc(C)cc(C)n1	-10.7%	5.7%	-4.0%
CC(C)(C)C(=O)O/N=C(\N)COc1cccc(Cl)c1	4.2%	-3.0%	-1.0%
CC(C)C/C(O)=C/c1nc2cc(Cl)ccc2oc1=O	?	1.9%	1.7%
Cc1ccc(C(C(=O)NC2CCCC2)N(C(=O)c2csnn2)c2cccc(F)c2)o1 (stereo not given)	-1.6%	-2.1%	-0.8%
CCOc1ccc(S(=O)(=O)Nc2ccc(-c3ccc(OC)nn3)cc2)cc1	7.4%	/	-12.1%
COc1cccc(N=CC2=C(O)CCCC2=O)c1	13.7%	-10.0%	-9.7%

# More entries follow.
molecule	FEN1 inh	N370S GC	KAT2A inh
O=C(Nc1ccncc1)c1ccccc1F	0.5%	-0.1%	11.1%
c1csc(-c2nnc(COc3ncnc4sccc34)o2)c1	1.2%	1.5%	-12.9%
CSc1cccc(NC(=O)c2sc3nc4n(c(=O)c3c2C)CCC4)c1	-11.9%	-3.6%	-8.5%
COc1ccc(NC(=O)/C=C/C(=O)O)c(OC)c1	-4.2%	3.4%	6.5%
Cc1cc(Br)ccc1NC(=O)CN(C)C(=O)C1CCN(C(=O)c2ccc(F)cc2)CC1	-7.2%	0.2%	-5.9%
O=C(CSCc1ccc(F)cc1)Nc1nc2c(s1)CCCC2	-22.0%	12.4%	-14.0%
CCSc1ccccc1C(=O)N1CCCC1	-0.4%	4.5%	-7.2%
CC(NC(=O)CN1CCN(c2cccc(Cl)c2)CC1)c1ccccc1 (stereo not given)	1.8%	-20.2%	-3.0%
Cc1ccc([N+](=O)[O-])cc1NC(=O)CSc1nnc(C)n1CC1CCCO1 (stereo not given)	8.0%	1.6%	-3.2%
Cn1c(=O)c2c(nc(OCc3cccnc3)n2Cc2ccccc2)n(C)c1=O	6.4%	29.9%	-2.8%
Cc1onc(-c2ccccc2)c1C(=O)N1CCN(S(=O)(=O)c2ccccc2C(F)(F)F)CC1	5.2%	-11.8%	-3.7%
Oc1ccccc1CNCCCNCc1ccccc1O	0.2%	1.9%	0.0%

# Going on with the list.
molecule	FEN1 inh	N370S GC	KAT2A inh
CCC1=NN2C(=N)/C(=C\c3cccn3-c3ccc(C)cc3C)C(=O)N=C2S1	?	25.4%	-23.3%
Cc1cccc(Nc2nc(N)nc(CN3CCN(c4ccccc4)CC3)n2)c1	-17.9%	-9.0%	-1.4%
Cc1cc(C)n(NC(=S)NC2CCCC2)c(=O)c1C#N	0.6%	3.7%	-2.1%
Cc1cc(NC(=O)CCCC(=O)OCC(F)(F)C(F)F)cc(C)c1C(=O)O	-0.6%	7.3%	-1.1%
Cc1cc(C(=O)O[C@H]2[C@H](C)NS(=O)(=O)[C@H]3C[C@@H]4C=C[C@]23O4)cc([N+](=O)[O-])c1	8.2%&9.9%	/	-7.7%
Cc1ccc(OCc2ccc(C(=O)Nc3cc(C)on3)o2)c([N+](=O)[O-])c1	12.1%	0.1%	-30.0%
COc1ccc(OC)c(NC(=O)N[C@@H](Cc2ccccc2)C(=O)O)c1	-17.1%	24.0%	-8.9%
CN1CN(C)c2ccc([N+](=O)[O-])c3cccc1c23	-0.4%	7.1%	-2.8%
O=C(O)[C@H]1NCCC[C@H]1C(=O)O	/	1.1%	-29.8%
O=C(CCN1C(=O)/C(=C\c2ccco2)SC1=S)Nc1ccc(C(=O)O)c(O)c1	17.8µM*	-14.8%	?
CN1CCN(C(=O)/C(=C/c2cccc([N+](=O)[O-])c2)NC(=O)c2ccccc2)CC1	-3.1%	-6.0%	1.6%
O=C(Oc1ccc2c(c1)O/C(=C\c1ccncc1)C2=O)c1cccs1	6.6%	-24.1%	-17.0%

# Later entries
molecule	FEN1 inh	N370S GC	KAT2A inh
COc1ccc(NC(=O)C(=O)NCc2ccco2)cc1	-7.1%	/	-5.8%
CCOC(=O)c1c(C)n(-c2ccc(C)cc2)c2ccc(OCC(O)CN3CCN(C)CC3)cc12 (stereo not given)	14.4%	-27.7%	-6.4%
CCCc1nnc(NC(=O)c2cc(=O)c3cc(C)c(C)cc3o2)s1	2.8%	/	-4.0%
Cc1cccc(N2CCN(C(=O)CCn3c(=S)[nH]c4cc5c(cc4c3=O)OCO5)CC2C)c1 (stereo not given)	-0.8%	-14.5%	-13.4%
O=C(CCNC(=O)c1ccc(Br)cc1)Nc1ccccc1N1CCOCC1	17.0%	0.5%	1.6%
Cn1c(=O)c2nc(SCC(=O)Nc3ccc(OC(F)(F)F)cc3)n(C)c2n(C)c1=O	-3.7%	/	-2.0%
COC(=O)c1cccc(NC(=O)C2C3CCC(C3)C2C(=O)O)c1 (stereo not given)	-4.7%	14.9%	-6.2%
Cc1nn(C(C)(C)C)c(NC(=O)c2ccc(Cl)cc2)c1Br	14.2%	-3.4%	-14.5%
CC1CCN(S(=O)(=O)c2nnc(NC(=O)c3cccc(Br)c3)s2)CC1	25.0%	/	-1.1%
O=C(CSc1ccc(Cl)cc1)Nc1ccc(-c2nc3ccccc3[nH]2)cc1	-15.9%	-24.2%	-5.7%
C=CCNc1ncnc2c1cnn2-c1ccc(Cl)cc1	-17.2%	1.8%	1.0%
CCOC(=O)C(NC(C)=O)C(OC(C)=O)c1cccc([N+](=O)[O-])c1 (stereo not given)	7.1%	22.1%	-9.1%

# Remaining list, next part:
molecule	FEN1 inh	N370S GC	KAT2A inh
CC1CC(C)(C)NC(C)c2ccccc21 (stereo not given)	-3.5%	0.0%	-6.1%
COC(=O)C1(C)NC(c2ccc(F)cc2)C2C(=O)N(c3ccccc3)C(=O)C21 (stereo not given)	11.3%	-24.1%	-17.6%
C=C1CCN(C(Cc2ccccc2)C(=O)NC2CCN(Cc3ccccc3)CC2)S(=O)(=O)c2ccccc21 (stereo not given)	2.9%	-0.8%	/
CC(=O)c1ccccc1OCC(O)CNC1CCCC1 (stereo not given)	2.7%	-7.4%	-4.2%
Cc1nn(CC(C)C)c(=S)[nH]c1=O	-5.5%	4.8%	-1.3%
O=C(CNC(=O)Cc1ccccc1)NCC(=O)OCc1ccccc1	-0.2%	0.9%	-19.6%
CCOC(=O)c1c(NC(=O)CN2C(=O)NC3(CCCCC3C)C2=O)sc(C(=O)N(C)C)c1C (stereo not given)	-0.9%	?	-0.9%
COc1ccccc1Oc1ncnc2c1cnn2-c1ccccc1	-11.1%	13.5%	3.4%
COc1ccc(-c2csc(-c3c(N)c(C(=O)c4ccccc4)n4ccccc34)n2)cc1	-5.0%	/	-7.5%
CC(C)c1nnc(NC(=O)Cc2cccs2)s1	-1.7%	5.6%	-1.1%
CCc1ccc(NC(=O)N2CCN(Cc3cc(=O)n4nc(-c5ccccc5OC)sc4n3)CC2)cc1	4.0%	/	-10.2%
COc1ccc(C)cc1NC(=O)CN1CCCN(S(=O)(=O)c2ccc(Br)cc2)CC1	-0.9%&6.2%	-0.6%	-8.8%&-2.4%

# Other structures follow.
molecule	FEN1 inh	N370S GC	KAT2A inh
COc1cccc(S(=O)(=O)Nc2ccc(C(=O)Nc3ccncc3)cc2)c1	5.2%	?	0.3%
COc1ccc(CNC(=O)C2CCCN2S(=O)(=O)c2ccccc2)cc1 (stereo not given)	-1.9%	0.2%	2.9%
C#CCOCCOCCOCCNc1nc(N2CCN(C(=O)[C@H](CCC(=O)O)n3cc(C(N)CO)nn3)CC2)nc(N2CCN(C(=O)[C@H](CCCCN)n3cc(C(N)[C@H](C)CC)nn3)CC2)n1 (stereo not given in full)	/	-7.8%	-1.2%
c1cncc(-c2cncnc2-n2ccnc2)c1	/	-5.7%	-4.3%
CCOC(=O)c1c(C(=O)OCC)c(C)n(N2C(=O)CSC2=S)c1C	1.1%	0.5%	-5.5%
O=C(Nc1cccc(C(F)(F)F)c1)c1cccc(NS(=O)(=O)c2ccc(Br)c(C(=O)O)c2)c1	-4.4%	13.8%	0.5%
O=C(Nc1cccc(C2=NCCN2)c1)Nc1cccc(C2=NCCN2)c1	-13.3%	/	5.0%
Cc1ccccc1NC(=O)CN1C(=O)C2(SCC(=O)N2c2ccc(F)cc2)c2ccccc21 (stereo not given)	11.5%	/	-11.1%
Cc1ccc(C(=O)NC(=S)NNC(=O)COc2ccc([N+](=O)[O-])cc2)cc1	5.6%	1.3%	-10.5%
O=C(CCNC(=O)c1ccc([N+](=O)[O-])cc1)N/N=C/c1ccc(F)cc1	1.1%	4.6%	-5.0%
CCc1ccc(NCc2cc3c(C)nn(-c4ccccc4)c3[nH]c2=O)cc1	3.1%	7.1%	-19.6%
COc1ccc(CNS(=O)(=O)c2c(C(=O)N3CCCCC3)c(C)n(C)c2C)cc1	-4.8%	0.0%	-7.7%

# Continuation.
molecule	FEN1 inh	N370S GC	KAT2A inh
CCN1CCN(CC(=O)N2N=C(c3cccs3)CC2c2ccc(F)cc2)C(=O)C1=O (stereo not given)	5.0%	-2.1%	-7.7%
COc1ccccc1NC(=O)COC(=O)c1cc(C)oc1C	-18.8%	/	-0.5%
CCCN(CC(=O)Nc1ccc(C)cc1Br)CC(=O)Nc1ccc(F)c(F)c1F	-2.9%	12.9%	-1.5%
CCOC(=O)C1(Cc2ccccc2)CCN(Cc2cnn(-c3ccccc3)c2)CC1	0.8%	-11.7%	3.9%
CC(=O)Nc1ccc(C(=O)NN2C(=O)c3ccccc3C2=O)cc1	6.3%	2.5%	-2.6%
Cn1c(=O)n(C)c2cc(NC(=O)c3cccc([N+](=O)[O-])c3)c(Br)cc21	1.1%	-2.1%	-1.1%
COCCn1c(=O)[nH]c2cc(C(=O)NCCN3CCN(c4cccc(Cl)c4)CC3)ccc2c1=O	-1.3%	22.5%	-4.3%
Cc1ccc(NC(=O)Cn2cc(S(=O)(=O)N3CCCC3)c(S(=O)(=O)N3CCCC3)c2)cc1F	14.8%	/	25.4%
Brc1cccc(C2Nc3cccc4cccc(c34)N2)c1	-6.3%	1.2%	0.3%
CCn1c2ccccc2c2cc(NC(=O)COC(=O)c3ccccc3O)ccc21	7.7%	-13.9%	-7.9%
COc1ccc(C(=O)N2CCC[C@@]3(CCN(c4ccccn4)C3)C2)cc1	/	15.9%	5.7%
